# Screening data from PubChem BioAssay.
# Granule exo inh – LAMP-1 surface exposure blockers, TALL-104 cells – cell-based, flow cytometry, MLPCN library, primary screen | inhibition, % at 10 µM | AID 651702, 2012 | TALL-104 LAMP-1 surface exposure; cells stimulated with thapsigargin and PMA | 0.66% of 360,000 active;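 active = inhibition above about 55%, limit read from the data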
# CaV13 FRET inh – Disruptors of the CACNA1D IQ motif to Ca2+-dependent inactivation inhibitor domain association, primary screening, Förster resonance energy transfer in intact living …; 0.098% of 340,000 active; HEK cells, CFP/YFP FRET ICDI-IQ, plate reader, 10 min; percent FRET-ratio fall versus neutral wells; AID 743397; inhibition, % at 12.3 µM;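 active = mean replicate inhibition of at least 30% and at least 1% of replicates passing that level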;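 note: 0% = median of the neutral control wells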
# ABCB6 inh 2 – ABCB6 transporter inhibitors, primary screen, K562-ABCB6 cells, flow cytometry, MLPCN library; ATP-binding cassette sub-family B member 6 (Homo sapiens), Q9NP58; K562-ABCB6 porphyrin accumulation, 1 h; hits give low values; fluorescence ratio to DMSO, % at 10 µM; 0.19% of 360,000 active;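 active = fluorescence ratio to DMSO below 75%, the collection mean minus 3 SD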;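 note: signal is porphyrin accumulated inside mitochondria; 100% equals median channel fluorescence of DMSO control wells; lower ratio means ABCB6 inhibition with less porphyrin fluorescence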
# Target sequence (Q9NP58 whole entry, looked up): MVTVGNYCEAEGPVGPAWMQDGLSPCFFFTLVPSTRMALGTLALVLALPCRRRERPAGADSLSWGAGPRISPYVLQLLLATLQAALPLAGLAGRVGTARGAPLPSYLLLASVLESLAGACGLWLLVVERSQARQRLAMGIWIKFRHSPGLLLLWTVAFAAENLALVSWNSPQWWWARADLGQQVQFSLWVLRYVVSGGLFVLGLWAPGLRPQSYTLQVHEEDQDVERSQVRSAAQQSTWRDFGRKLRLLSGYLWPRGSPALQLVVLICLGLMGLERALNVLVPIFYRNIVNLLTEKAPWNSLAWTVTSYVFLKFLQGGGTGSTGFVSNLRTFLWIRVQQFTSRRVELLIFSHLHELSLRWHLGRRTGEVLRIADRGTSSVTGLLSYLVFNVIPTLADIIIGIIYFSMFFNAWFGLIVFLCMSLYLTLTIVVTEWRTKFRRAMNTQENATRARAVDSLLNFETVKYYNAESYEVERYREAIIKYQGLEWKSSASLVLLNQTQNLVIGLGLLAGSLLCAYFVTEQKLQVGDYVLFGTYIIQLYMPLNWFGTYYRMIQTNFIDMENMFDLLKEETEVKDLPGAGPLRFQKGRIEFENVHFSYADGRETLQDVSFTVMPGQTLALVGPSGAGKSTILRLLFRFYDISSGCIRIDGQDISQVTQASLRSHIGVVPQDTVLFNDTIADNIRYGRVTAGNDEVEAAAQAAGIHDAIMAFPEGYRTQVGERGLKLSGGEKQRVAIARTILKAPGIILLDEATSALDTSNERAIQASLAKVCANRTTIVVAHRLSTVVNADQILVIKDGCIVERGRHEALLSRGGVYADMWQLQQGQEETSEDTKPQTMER
# ABHD5 PLIN5 PPI – ABHD5-PLIN5 interaction inhibitors, primary screen, cell lysate, split luciferase complementation, luminescence; 0.78% of 360,000 active; Perilipin-5 (Homo sapiens) + 1-acylglycerol-3-phosphate O-acyltransferase ABHD5 (Homo …; AID 602281, 2012; inhibition, % at 4 µM; Split G. princeps luciferase complementation, 4 h;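 active = inhibition above the mean inhibition across every tested compound plus 3 SD, cut at about 22% in these data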;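 note: 0% = DMSO only wells and the 100% control is not disclosed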
# Glyco luc inh – increase of ERlucT glycosylation luciferase signal, primary screen, N-linked glycosylation inhibitor project, D54 ERlucT cells, luminescence, set 2 | D54 ERlucT glycosylation luciferase reporter, 24 h; percent of 100 nM tunicamycin response | reporter increase, % at 12.5 µM | 0.23% of 360,000 active;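 active = mean luciferase reporter signal, scaled so untreated is 0 and the glycosylation-blocking control 100, at or above a set limit in every replicate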;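 note: luciferase carries N-glycosylation sites so blocking glycosylation raises the light; 0% = median of neutral control wells and 100% = median of 100 nM tunicamycin wells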
# MC4R antagonist – MC4R antagonists of cAMP signaling, primary screen, cell-based, TR-FRET, antagonist arm of biased-ligand search. inhibition, % at 6.5 µM. Melanocortin receptor 4 (Homo sapiens), P32245. 0.48% of 360,000 active. MC4R-expressing cells, MTII-stimulated cAMP, LANCE TR-FRET;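 active = inhibition above its plate's cutoff, the mean of tested wells on that plate plus 3 SD, cut at about 29% in these data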;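 note: 0% = Melanotan II alone and 100% = Melanotan II plus saturating MCL0020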
#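 Assay system: U2OS-MC4R stable cell line; Also added: Melanotan II; Technique: Eu-cAMP/anti-cAMP TR-FRET, emission 671 nm; Times: 30-min compound, 1-h challenge, 1-h detection, room temperature.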
# MC4R barr agon – MC4R agonists recruiting beta-arrestin, primary screen, cell-based, luminescence, agonist arm of biased-ligand search | Melanocortin receptor 4 (Homo sapiens), P32245 | U2OS MC4R beta-arrestin complementation; percent of melanotan II response, DMSO zero | activation, % at 8.9 µM | 0.98% of 360,000 active;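 active = activation above a per-plate cutoff, the mean activation of sample wells on that plate plus 3 SD, cut at about 8% in these data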
# PDI turbidity – inhibitors of human PDI, primary screen, biochemical, turbidity, single point, plate reader; Protein disulfide-isomerase (Homo sapiens), P07237; PDI insulin aggregation turbidity, A650, 90 min; inhibition, % at 10 µM; 0.052% of 350,000 active; AID 588391, 2011;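 active = mean inhibition across replicates of 30% or more, whatever share of single replicates reach that level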;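 note: absorbance from insulin aggregation driven by PDI reduction with DTT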
# H9c2 protect – cardioprotection against H2O2-induced cell death, primary screen, uHTS, H9c2 cells, ATPLite luminescence. H9c2 cardiomyocytes, H2O2 injury protection, 2 h. protection from H2O2 cell death, % at 20 µM. 0.63% of 360,000 active;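 active = compounds giving at least 50% protection of heart cells from peroxide-induced death in the single-dose screen, raw or plate-pattern-corrected value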;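 note: 0% = DMSO wells with peroxide and 100% = DMSO wells without peroxide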
# HTR2A ag – mouse Htr2a agonists via beta-arrestin recruitment, primary screen, cell-based, luminescence; AID 624169, 2012; activation, % at 7.6 µM; 5-hydroxytryptamine receptor 2A (Mus musculus), P35363; CHO-K1 mHTR2A beta-arrestin complementation; percent of 30 µM serotonin response; 0.66% of 360,000 active;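 active = activation above a run cutoff, the mean activation of all tested compounds plus 3 SD, cut at about 14% in these data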;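 note: 0% = plate median of compound wells and 100% = 30 µM serotonin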
# Starred values were filed as active, the others as inactive; · = not tested or not shown. This is a random part of the collection. About 4.2% of those tested had a hit in this group.
SMILES,Granule exo inh,CaV13 FRET inh,ABCB6 inh 2,ABHD5 PLIN5 PPI,Glyco luc inh,MC4R antagonist,MC4R barr agon,PDI turbidity,H9c2 protect,HTR2A ag
CCOC(=O)/C(C#N)=C(/C)c1ccc(OC)cc1,1.5,0.5,92.0,6.6,1.6,0.0,-1.8,10.3,-1.4,2.1
CSc1nnc(-c2ccc(NC(N)=S)cc2)o1,-2.2,-9.3,95.0,0.2,1.8,5.9,-2.1,-7.2,9.5,-0.2
Cc1ccc(NC(=O)COC(=O)CCn2c(C)csc2=O)cc1S(=O)(=O)N1CCOCC1,2.3,-5.5,97.0,4.6,1.7,10.3,-1.4,3.3,-0.3,-1.6
Cc1cccc(N2CC(C(=O)Nc3nnc(SCc4ccccn4)s3)CC2=O)c1 (configuration not stated),-1.7,-2.7,96.0,-5.3,4.8,-3.0,-1.1,-3.6,5.3,-0.2
Cc1cc(C)c2c(CC(=O)NNC(=O)c3ccccc3)coc2c1,-0.4,-11.3,104.0,-2.7,1.9,-3.4,-1.1,12.7,4.4,-1.4
COc1cc(C2Nc3ccccc3C(=O)N2NS(C)(=O)=O)ccc1O (configuration not stated),-1.0,-1.5,96.0,-5.8,4.0,-2.0,1.1,2.5,13.4,3.8
Cc1cc(C)c2nc(SCC(=O)NCC3CCCO3)c(C#N)cc2c1 (configuration not stated),0.6,-3.0,101.0,0.4,1.6,2.0,-0.7,-3.2,1.2,-0.1
CCc1nc2ccc(C(=O)Nc3cccc(OC)c3)cn2c1N(C)Cc1ccc(OC)cc1,-5.6,-5.2,93.0,1.4,-3.1,11.5,5.0,-2.3,18.1,0.2
COCc1ccc(-c2c(-c3ccsc3)sc3ccccc23)cc1,9.0,-5.1,89.0,0.2,-1.4,-0.1,0.6,5.6,-3.9,0.3
COc1ccc(C2NN=C(c3ccc(C)cc3)S2)cc1 (configuration not stated),7.7,-20.6,98.0,8.3,-8.5,24.8,2.3,-4.2,-18.5,6.7
CCOC(=O)C1=C(O)c2ccccc2C(=O)/C1=C\c1ccc(CC)cc1,101.5*,·,905.0,-5.8,5.8,3.3,5.4,2.0,-19.2,2.1
O=C(O)c1ccccc1C=NNc1ccc([N+](=O)[O-])cn1,1.4,-5.6,95.0,1.1,-0.9,3.8,-0.1,0.6,7.9,4.4
COc1ccc(C(=O)OCC(=O)Nc2ccc3c(c2)OCO3)cc1S(=O)(=O)N1CCOCC1,-2.7,-5.8,100.0,3.6,2.7,12.7,-2.8,2.2,4.9,0.8
COCCN(CCOC)Cc1cc(=O)oc2ccccc12,0.6,·,101.0,0.8,-1.5,·,·,·,3.7,-2.4
Cc1cccc(NC(=S)NNC(=O)c2ccco2)c1,-3.3,-8.7,98.0,-2.0,2.7,3.4,-4.0,-3.5,1.5,-3.6
COc1ccc(CN2CCC(n3nccc3NC(=O)CCOc3ccccc3)CC2)cc1C,3.5,-5.8,93.0,1.1,-1.2,-1.6,-0.6,3.5,-6.9,-7.0
CC(=O)C1=C(O)C(=O)N(Cc2ccco2)C1c1ccc2c(c1)OCO2 (configuration not stated),-3.0,-9.0,154.0,-1.6,-0.6,2.5,-1.0,3.4,9.7,0.3
CC1(C(=O)NCCCN2CCOCC2)Oc2cccnc2NC1=O (configuration not stated),-1.5,-4.7,100.0,2.1,0.6,-3.4,-1.7,10.8,11.1,-0.7
COCCn1c(C)cc(C(=O)COC(=O)/C=C/c2cccc(OC)c2)c1C,-3.8,-7.0,99.0,5.7,-0.1,20.7,1.8,-0.2,-5.2,0.7
COC(=O)c1nn(-c2ccccc2)c(Sc2ccc(Br)cc2)c1/C=N/O,3.4,·,92.0,3.7,-2.2,3.2,-1.2,10.2,12.5,-6.5
O=C(CC1CC2CCC1C2)N1CCN(S(=O)(=O)c2ccccc2F)CC1 (configuration not stated),-3.1,-2.9,99.0,-2.7,-2.2,8.4,0.1,-6.0,-4.7,-6.3
CC(OC(=O)CCOc1ccccc1)C(=O)Nc1ccc(Cl)cn1 (configuration not stated),-0.7,-6.5,88.0,15.6,-1.1,7.8,0.8,8.3,-0.5,6.9
CCOc1ccc(C(=O)OCC(=O)N2CC(C)OC(C)C2)cc1OCC (configuration not stated),30.8,-3.7,97.0,-0.2,1.3,21.1,-0.6,-1.1,2.4,1.5
CCC(c1nnnn1C(C)(C)C)N1CCN(Cc2ccccc2OC)CC1 (configuration not stated),0.9,-6.2,101.0,-10.2,-1.0,-4.1,-1.4,4.8,0.6,-5.6
Cc1nn(Cc2ccccc2)c2c1C(c1ccc(Cl)cc1)C(C#N)=C(N)O2 (configuration not stated),3.3,·,96.0,-0.4,-0.1,3.3,-0.7,6.1,7.5,4.1
# (more compounds)
SMILES,Granule exo inh,CaV13 FRET inh,ABCB6 inh 2,ABHD5 PLIN5 PPI,Glyco luc inh,MC4R antagonist,MC4R barr agon,PDI turbidity,H9c2 protect,HTR2A ag
COC(=O)c1c(-n2c(C)cc(C=O)c2C)sc2c1CCCC2,-1.6,-6.8,100.0,1.5,-2.5,-4.5,-1.1,20.9,-9.8,6.2
CC[C@@H]1CC2=C(C(=O)OC(C)(C)O2)[C@H](c2ccc(Cl)cc2)O1,-5.3,-7.0,99.0,-8.1,-0.7,·,·,·,1.6,-4.2
NC(=S)N1N=C(c2ccccc2)CC1=O,6.3,-5.6,100.0,-17.3,1.5,18.0,-0.1,-20.8,1.1,1.5
CN1N=C(C(C)(C)C)CSC1=Nc1ccccc1,-8.8,-5.0,98.0,5.3,3.2,22.3,2.7,2.7,3.0,5.4
Cc1c(C(=O)OCC(=O)Nc2ccc(N3CCOCC3)cc2)oc2ccccc12,-8.5,-5.5,95.0,0.9,0.5,-2.4,9.2*,13.3,-6.0,-0.8
Cc1ccccc1N1CCN(C(=O)c2ccccc2NC(=O)C2CC=CCC2C(=O)O)CC1 (configuration not stated),0.1,-3.4,96.0,-0.6,0.7,-4.6,-1.0,1.5,-2.8,0.4
CCOc1cc2[nH]c(=S)n(C3CCN(Cc4ccccc4)CC3)c(=O)c2cc1OCC,0.1,1.0,98.0,0.8,0.6,-2.8,-1.9,-1.8,4.3,-0.2
O=C(N/N=C/c1ccccc1)c1cc(=O)[nH]c2ccccc12,-5.4,-0.8,98.0,3.1,-4.5,1.5,0.9,-8.5,1.7,-0.5
C=C(C)C1CC=C(C)/C(=N/NC(=O)C2CC2c2ccccc2)C1 (configuration not stated),2.2,-6.5,94.0,-4.8,-2.0,8.4,-5.0,-16.1,-13.5,-4.0
COc1ccc(NC(=O)C2C(=O)N(CCO)C3(C)CC2c2ccccc2O3)cc1 (configuration not stated),-1.8,-5.3,103.0,0.3,0.3,9.9,2.5,-2.6,4.6,-2.5
CCOc1ccc(-n2cnnn2)cc1S(=O)(=O)NCc1ccccc1,1.6,-6.1,103.0,1.0,1.8,-3.4,15.7*,-5.1,3.6,-1.6
O=C(NC1CCCCC1)C1CCCN(S(=O)(=O)c2cccc3cccnc23)C1 (configuration not stated),-2.2,-1.9,105.0,-4.8,3.2,3.9,-2.9,4.9,-1.5,-0.6
CCCCNCCCOc1ccc(C)cc1Br,13.1,-13.1,105.0,2.2,-2.1,6.5,2.0,-1.3,-1.5,-4.3
Cn1c(=O)c2cc3c(nc2n(C)c1=O)CC(c1ccccc1)CC3=O (configuration not stated),-2.4,-4.8,94.0,3.6,3.0,-2.4,-2.9,3.9,7.6,-1.1
CC12CN3CC(C)(CN(C1)C3c1ccc(Br)cc1O)C2 (configuration not stated),-0.3,-1.6,93.0,0.3,-0.5,-0.7,0.5,13.2,18.4,-1.1
O=C(NC1CCCC1)C(c1cccs1)N(C(=O)c1ccco1)c1ccc2c(c1)OCO2 (configuration not stated),0.1,-3.8,91.0,0.6,-2.5,4.4,-2.7,-6.8,2.6,-0.4
COc1ccc2cc(CO)n(C)c2c1,2.3,-12.0,98.0,3.2,-0.1,6.1,1.2,-4.0,3.0,-4.8
O=C(NCCO)Nc1ccc(Cl)cc1,2.4,-15.7,99.0,1.4,0.2,10.8,0.0,11.0,5.0,-4.2
O=S(=O)(NCc1ccccc1)NCc1ccc(Cl)cc1Cl,-1.1,-18.6,100.0,-1.1,0.6,6.4,0.5,8.7,-3.4,5.2
O=C(COC(=O)/C=C/c1ccc(F)cc1)Nc1nnc(-c2ccccc2)o1,-2.6,-6.1,110.0,3.5,0.8,6.9,0.4,-8.8,18.5,1.5
CCCCn1nnnc1-c1nc2ccccc2[nH]c1=O,-2.6,-6.1,98.0,-9.0,·,·,·,·,·,-2.5
Cc1cc(N)ccc1-n1nc2ccccc2n1,-2.9,-4.9,149.0,1.0,1.0,15.5,1.4,-2.6,-5.3,-3.4
CCCCN(C(=O)CN1C(=O)C2CCCCC2C1=O)c1c(N)n(Cc2ccccc2)c(=O)[nH]c1=O (configuration not stated),-8.0,-15.5,100.0,3.5,0.8,-1.8,-4.4,0.0,3.1,1.4
N#CCCN(C(=S)Nc1ccc(S(=O)(=O)N2CCOCC2)cc1)c1ccccc1F,-0.2,·,97.0,-20.9,-0.8,-3.5,-0.5,5.4,0.6,0.8
COc1cccc(NC(=O)CN(c2cccc(OC)c2)S(C)(=O)=O)c1,-0.8,-4.2,101.0,0.9,0.1,-5.1,3.0,5.1,8.2,-2.5
# The list continues.
SMILES,Granule exo inh,CaV13 FRET inh,ABCB6 inh 2,ABHD5 PLIN5 PPI,Glyco luc inh,MC4R antagonist,MC4R barr agon,PDI turbidity,H9c2 protect,HTR2A ag
COc1ccc(/C=N/Nc2nnc(-c3ccccc3)c(=O)[nH]2)cc1,0.4,-6.1,97.0,3.5,5.6,3.0,-0.8,-3.8,6.4,1.2
Fc1cccc(Cc2c(-c3cccc(Cl)c3)nc3c4ccccc4ccn23)c1,-2.8,-4.2,96.0,-6.0,-2.9,·,·,·,-0.4,-3.2
COc1ccc(-n2nc3c(c2NC(=O)CC(C)C)CS(=O)C3)cc1 (configuration not stated),0.1,-4.6,95.0,3.3,-0.8,5.2,-0.5,2.6,0.7,4.2
O=C(Nc1nc(NC(=O)c2ccco2)n(-c2ccccc2)n1)c1ccccc1,-2.4,·,93.0,0.5,-7.0,2.1,-3.3,-3.0,42.4,1.8
CCOc1ccccc1NC(=O)NC1(C(=O)N2CCOCC2)CCCCC1,2.2,·,109.0,-7.5,-0.3,-1.5,-0.2,0.5,1.4,-2.7
Cn1cccc1/C=N/n1c(-c2ccc(C(C)(C)C)cc2)n[nH]c1=S,10.1,-0.7,100.0,-24.8,-1.6,0.0,5.3,-2.0,-20.4,7.3
